# TNAP act hi DEA: activators of human TNAP at high phosphate acceptor concentration; purified TNAP, CDP-star luminescence, 1 M DEA, 30 min; hits give high values; 0 = EDTA background, 1 = DMSO-only activity; activation factor at 20 µM; 200,000 tested, under 10 active;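 active means activation factor at least 2 at 20 µM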
#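 Control set: EDTA negative control, DMSO positive control / Assay system: human TNAP / Quantity: TNAP 1/800 final / Evaluation: TNAP activation factor scaled between EDTA and DMSO control wells / Measured by: luminescent substrate turnover signal / Compound dosing: one dose, 20 µM / Times: 30 min enzyme reaction at room temperature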
# PMI act hi M6P: increases human PMI activity with near-saturating mannose 6-phosphate | AID 1216 | P34949 | activation factor at 20 µM | coupled PMI enzyme assay, resazurin fluorescence, 20 min; hits give high values; 1 = untreated enzyme, 0 = substrate-free blank | 190,000 compounds, 0.34% hits;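 active means activation factor of 2 or more at 20 µM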
# Target sequence (P34949 whole entry, looked up): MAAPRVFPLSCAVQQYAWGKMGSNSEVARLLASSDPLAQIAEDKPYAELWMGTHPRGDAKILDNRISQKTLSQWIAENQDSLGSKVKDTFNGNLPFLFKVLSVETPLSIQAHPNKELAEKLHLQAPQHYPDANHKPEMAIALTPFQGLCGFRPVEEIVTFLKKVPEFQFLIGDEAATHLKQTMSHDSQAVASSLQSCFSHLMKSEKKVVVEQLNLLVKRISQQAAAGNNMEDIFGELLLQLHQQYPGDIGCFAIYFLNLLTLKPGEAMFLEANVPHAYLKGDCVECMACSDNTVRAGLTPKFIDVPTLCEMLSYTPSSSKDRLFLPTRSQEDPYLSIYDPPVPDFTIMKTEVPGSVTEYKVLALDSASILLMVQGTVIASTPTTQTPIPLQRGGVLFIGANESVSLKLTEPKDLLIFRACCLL
#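 test system = human PMI in coupled enzyme assay | medium = HEPES-buffered pH 7.4 with magnesium and detergent | also added = 1.0 mM mannose-6-phosphate substrate with 0.22 mM NADP+ | compound = 20 µM single dose | times = 20 min incubation at room temperature | measured by = resorufin fluorescence (Ex 544/Em 590 nm) from resazurin via diaphorase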
# TNAP inh hiacc: inhibitors of human TNAP at high phosphate acceptor concentration; P05186; purified TNAP, CDP-star luminescence, 1 M DEA; inhibition, % at 20 µM; 200,000 compounds, 0.03% hits; AID 1135;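 active means over 50% inhibition of tissue-nonspecific alkaline phosphatase at 20 µM in the single-dose screen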;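 further: plate controls were DMSO wells for no effect and EDTA-quenched wells as full inhibition for full effect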
# bIAP activator: increases bovine intestinal alkaline phosphatase activity | purified bovine IAP, CDP-star luminescence, 30 min; hits give high values; fold of DMSO-control signal, blank-subtracted | activation factor at 20 µM | 200,000 compounds, 0.17% hits;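 active means activation factor of 2 or more at 20 µM, a signal rise over negative controls twice the positive control's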
# TNAP inh noacc: blocks human TNAP activity with no phosphate acceptor present; P05186; purified TNAP, CDP-star luminescence, 30 min; inhibition, % at 20 µM; 200,000 compounds, 0.26% hits;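 active means tissue-nonspecific alkaline phosphatase inhibition above about 50% at 20 µM in the single-dose screen, limit read from the data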;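 further: 0% = DMSO negative control and 100% = EDTA positive control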
# FLuc stim CS: firefly luciferase counter-screen for stimulation assays. P08659. ATPlite luciferase biochemical, luminescence, 10 min; 0 = ATP-free wells, 1 = DMSO control. activation factor at 10 µM. 200,000 tested, under 10 active;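 active means luciferase activation factor, scaled between plate controls, of at least 2 with compound at 10 µM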
# Target sequence (P08659 whole entry, looked up): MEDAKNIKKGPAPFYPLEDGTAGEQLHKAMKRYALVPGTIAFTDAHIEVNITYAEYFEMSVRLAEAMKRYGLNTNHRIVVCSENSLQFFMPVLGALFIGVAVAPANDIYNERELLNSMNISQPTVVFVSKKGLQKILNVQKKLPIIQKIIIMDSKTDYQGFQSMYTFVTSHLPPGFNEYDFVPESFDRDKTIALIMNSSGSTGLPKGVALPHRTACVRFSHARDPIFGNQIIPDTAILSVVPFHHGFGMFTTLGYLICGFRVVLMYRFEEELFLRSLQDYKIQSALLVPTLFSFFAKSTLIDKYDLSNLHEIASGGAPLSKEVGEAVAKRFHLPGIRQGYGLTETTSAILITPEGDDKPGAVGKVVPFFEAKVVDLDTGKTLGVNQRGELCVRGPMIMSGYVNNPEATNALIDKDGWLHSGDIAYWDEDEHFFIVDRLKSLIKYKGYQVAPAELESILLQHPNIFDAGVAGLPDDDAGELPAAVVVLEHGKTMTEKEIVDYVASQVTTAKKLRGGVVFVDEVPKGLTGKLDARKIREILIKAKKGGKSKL
#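 System: Luciferase/luciferin detection reagent, cell-free biochemical luciferase assay | Medium: PBS buffer for ATP | Dosing: Test compounds dosed from 2 mM stocks in 100% DMSO | Timing: 10 min at ambient temperature | Signal: Luminescence measurement of luciferase light output | Evaluation: Luciferase activation, seen as luminescence increase over controls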
# NF-kB expr up: raises NF-kB expression in human neuronal cells. NF-kB reporter expression; hits give high values. fold change at 12.5 µM. 190,000 compounds, 1.6% hits. AID 1239; in the data active means fold change above about 3.3
# PMI act: activators of human phosphomannose isomerase | P34949 | purified human PMI, coupled resazurin fluorescence, 20 min; hits give high values; 1 = vehicle control, 0 substrate-free wells | activation factor at 20 µM | 190,000 compounds, 0.005% hits;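 active means activation factor of 2 or more at 20 µM, relative to plate controls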
# APP 5'UTR act: activates APP 5'UTR luciferase reporter | SH-SY5Y APP 5'UTR luciferase reporter, luminescence; zero percent = DMSO vehicle wells | AID 1276 | 190,000 compounds, 1% hits | activation, % at 2 µM;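 active means activation above a set limit, based on mean plus 3 SD of controls, cut at about 140% in these data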; further: values of inactives mirror those of a sister screen read the other way
# FLuc inhib CS: counter-screen for luciferase assay inhibitors: firefly luciferase inhibition; 200,000 compounds, 1.5% hits; ATPLite firefly luciferase biochemical luminescence, 10 min; AID 1006; P08659; inhibition, % at 10 µM;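 active means inhibition above about 50% when tested at 10 µM, limit read from the data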
# Starred values were filed as active, the others as inactive; nt = not tested or not shown. Compounds were not picked by outcome. About 3.6% of those tested had a hit in this group.
(1) CN1C(=O)C(O)(CC(=O)c2ccc3c(c2)OCO3)c2ccccc21 (configuration not stated)
(2) O=C(Cc1ccc(F)cc1)N/N=C/c1ccccn1
(3) Cn1nccc1CNC(=O)c1ccnn1C
(4) O=S1(=O)CCN(Cc2ccc(F)cc2)CC1
(5) CC(C)NC(=O)c1ccc(-c2ccccc2C(F)(F)F)o1
(6) COc1cc(C(N)=O)cc(Br)c1OC
(7) COc1ccc(CCNC(=O)COC(=O)c2ccc[nH]c2=O)cc1
(8) CCOc1ccccc1NS(=O)(=O)c1ccc(Br)s1
(9) COc1ccc(C2c3ccc4ccccc4c3Oc3ncn4nc(Cc5ccccc5)nc4c32)cc1OC (configuration not stated)
(10) Cc1ccc2nc(-c3cccc(S(=O)(=O)N(C)C)c3)cn2c1

Compound	1	2	3	4	5	6	7	8	9	10
TNAP act hi DEA	1	1	1	1	1	1	1	1	1	1.1
PMI act hi M6P	1	0.8	1.1	0.9	0.9	1	1	1	0.8	0.9
TNAP inh hiacc	-2	4	-4	0	0	1	3	-3	-1	-6
bIAP activator	1	0.9	1	1	0.9	0.9	0.9	0.9	1.2	1
TNAP inh noacc	-9	-16	10	-4	-7	-7	-7	-8	-6	-11
FLuc stim CS	1	1	1	1	0.9	1	1	1.1	1	0.7
NF-kB expr up	1	1.2	0.95	0.98	1.7	0.87	2.6	1.5	1.2	2.4
PMI act	1	0.8	1	0.9	0.9	0.9	1.1	0.9	0.7	1
APP 5'UTR act	7	-18	-7	-13	9	19	-23	-3	-8	69
FLuc inhib CS	-2	-3	-2	-4	5	-2	-3	-7	-1	33

(11) CCN(C(=O)COc1ccccc1[N+](=O)[O-])C1CCS(=O)(=O)C1 (configuration not stated)
(12) Cc1cc(C)n2nc(N)c(N=Nc3ccc4c(c3)OCO4)c2n1
(13) COc1ccc(-c2cc(C(=O)NCc3ccccc3)no2)cc1OC
(14) CC(C)c1ccc(/C=C2\SC(N3CCCC3)=NC2=O)cc1
(15) CCNC(=O)CN(c1ccc(C)cc1)S(=O)(=O)c1ccccc1
(16) COc1ccc2c(c1)Cc1sc(NC(C)=O)nc1-2
(17) COc1ccc(NC(=O)CN2CCN(S(=O)(=O)c3ccc(Cl)cc3)CC2)cc1
(18) COc1ccc(C(=O)C2CCCN(C3Cc4ccccc4C3)C2)cc1OC (configuration not stated)
(19) CC(C)Nc1nc(-c2ccccc2)nc(-n2ccnc2)n1
(20) CCCn1c(C)cc(/C=C(\C#N)C(=O)OCC(=O)Nc2cccc(OC)c2)c1C

Compound	11	12	13	14	15	16	17	18	19	20
TNAP act hi DEA	1	1	1	1	1.1	1	1.1	1	1.1	1
PMI act hi M6P	1	1	0.9	0.9	1.1	1	1	nt	0.9	1
TNAP inh hiacc	-2	5	-3	-4	-5	-3	-7	5	-7	5
bIAP activator	0.9	1.1	0.9	0.9	1.1	0.9	0.9	1.1	0.9	1
TNAP inh noacc	-8	2	-5	-6	-10	-9	-11	5	-4	-7
FLuc stim CS	1	1	1	1	1	0.8	1.1	0.9	1.1	1
NF-kB expr up	1.1	1.3	1	1.1	1	1.9	0.99	0.98	0.97	1.2
PMI act	1	1	1	1	1.1	0.9	0.9	nt	0.9	0.8
APP 5'UTR act	13	1	-3	-12	16	123	10	-15	2	-3
FLuc inhib CS	-2	-1	-2	-3	-1	22	-9	5	-10	3

(21) Cc1nnc(NC(=O)NC(C)N2C(=O)C3C4C=CC(C4)C3C2=O)s1 (configuration not stated)
(22) O=C(Nc1nc2ccccc2[nH]1)c1ccccc1F
(23) Cc1ccc(S(=O)(=O)NNC(=O)C(=O)NNc2ccccn2)cc1
(24) O=C(COC(=O)c1ccc(Cl)nc1)c1ccc2c(c1)OCCO2
(25) O=C(CCCn1c(=O)c2ccccc2n(Cc2cccc(F)c2)c1=O)NC1CCN(Cc2ccccc2)CC1
(26) CCOC(=O)c1cnn(-c2ccc(C(C)C)cc2)c1NC(=O)C1CCC1
(27) COc1cc(OC)cc(-c2cc3nc(C)c(CCC(=O)NC(C)CCc4ccco4)c(C)n3n2)c1 (configuration not stated)
(28) CSc1nsc(/C=C/Nc2ccc(Cl)cc2)c1C#N
(29) CC1=CC(C)(C)Nc2ccc(OC(=O)C(Cc3ccccc3)N3C(=O)c4ccccc4C3=O)cc21 (configuration not stated)
(30) O=C(Nc1ccccc1)N1CCN(c2cccc(C(F)(F)F)c2)CC1

Compound	21	22	23	24	25	26	27	28	29	30
TNAP act hi DEA	1.1	1.1	1	1	1	1	1	1	1	1.1
PMI act hi M6P	1	1	1.1	1	1	1	0.8	0.9	0.7	1
TNAP inh hiacc	-8	-5	4	-5	-5	-4	-4	3	1	-5
bIAP activator	1	1.3	1.6	1.1	1.3	1.1	1	1	1	0.6
TNAP inh noacc	-13	-17	-187	-9	-8	-8	-9	6	-8	-8
FLuc stim CS	1.1	0	1	0.1	1	1.1	1.1	1	1	1.1
NF-kB expr up	1.1	0.37	1.2	1.2	1.1	1.1	0.32	0.93	0.97	0.98
PMI act	1	1	0.8	1.1	1	1	0.7	0.8	0.8	0.9
APP 5'UTR act	1	-1	9	45	-2	22	-4	22	-8	nt
FLuc inhib CS	-5	96*	0	88*	-4	-8	-6	-1	-4	-6

(31) O=C(NCCN1CCCC1)c1cccc(Cl)c1
(32) CC(CC(=O)Nc1ccc(F)c([N+](=O)[O-])c1)c1ccccc1 (configuration not stated)
(33) O=c1c([N+](=O)[O-])c(N2CCCC2)c2ccccc2n1-c1ccccc1
(34) O=[N+]([O-])c1ccccc1SNc1ccccn1
(35) CCC(c1nnnn1C1CCCC1)N1CCC(C(N)=O)CC1 (configuration not stated)
(36) CCOc1cc(CN2CCC(CO)(Cc3cccc(C(F)(F)F)c3)CC2)ccc1OC
(37) O=S(=O)(c1cnc[nH]1)N1CCN(c2ccccc2)CC1
(38) Cc1ccc2nsnc2c1NC(=O)CCl
(39) COc1ccc(NC(=O)CC2SC(=NCC3CCCO3)NC2=O)cc1 (configuration not stated)
(40) O=C(Cc1ccccc1)Nc1c(C(=O)N2CCCCCC2)cnn1-c1ccccc1

Compound	31	32	33	34	35	36	37	38	39	40
TNAP act hi DEA	1.1	0.9	1	1	1	1	1.1	1	1	1
PMI act hi M6P	1	1.1	nt	0.9	1	1	1	1	1	1
TNAP inh hiacc	-6	8	-3	-4	0	-2	-6	-5	2	-4
bIAP activator	0.9	1.1	1	0.9	1	1.1	1	0.9	0.9	0.6
TNAP inh noacc	-20	-2	-6	-8	-5	2	-14	-8	-8	-13
FLuc stim CS	1.1	1	1.1	1	1	1.1	1.1	1	1.1	1
NF-kB expr up	1	1.1	1.4	1.2	1.3	0.71	0.93	1.1	1	1.2
PMI act	1	1.1	nt	0.9	1.1	0.9	0.9	1.1	0.9	1
APP 5'UTR act	-3	1	12	5	8	15	-4	-2	-21	3
FLuc inhib CS	-8	-4	-7	-4	-4	-9	-6	-5	-5	-4

(41) CCOc1[nH]n(-c2ccccc2)c(=O)c1C=Nc1ccc(OC)cc1
(42) Cc1ccccc1NC(=O)c1ccc([N+](=O)[O-])o1
(43) CC(C)C(=O)NNC(=O)CSc1nc(C2CCCCC2)nc2ccccc12
(44) Cc1cc2nc(C3CCN(C(=S)NCC(C)C)CC3)[nH]c2cc1C
(45) CCOc1cccc2c1OC1(C)CC2NC(=O)N1c1cccc(Cl)c1 (configuration not stated)
(46) CCOCC(=O)Nc1nc2ccccc2s1
(47) Cc1ccc(C(=O)N[C@H](C(=O)OCc2cc(=O)oc3cc(C)ccc23)C(C)C)cc1
(48) COc1ccc(Cl)cc1NC(=O)C(OC)c1ccccc1 (configuration not stated)
(49) CCOC(=O)c1c(P(=O)(N2CCOCC2)N2CCOCC2)noc1N
(50) NS(=O)(=O)c1ccc(N2C(=O)C3CC=CCC3C2=O)cc1 (configuration not stated)

Compound	41	42	43	44	45	46	47	48	49	50
TNAP act hi DEA	1	1.1	1	1	1	1	1	1	1	1
PMI act hi M6P	0.9	0.9	1.1	0.9	1	1.2	0.9	0.9	0.9	1
TNAP inh hiacc	-2	-6	-3	1	-2	2	1	-4	-5	1
bIAP activator	1.2	1	1	0.9	1	1.1	0.6	1	1	1.1
TNAP inh noacc	-18	-7	-84	-4	-8	-9	10	-6	-6	3
FLuc stim CS	1	1	1	1	1	0.9	1.1	1	1	1.1
NF-kB expr up	1.1	3.3*	1.1	0.89	0.82	1.9	1.1	1.2	1.4	1.1
PMI act	1	0.9	1.1	0.9	0.9	1.3	1	1	0.9	1
APP 5'UTR act	-5	2	6	0	-7	24	10	-1	-1	23
FLuc inhib CS	0	-3	-3	-2	1	12	-10	-1	-1	-8

# Another view of three compounds above.
# Values run as follows: TNAP act hi DEA, PMI act hi M6P, TNAP inh hiacc, bIAP activator, TNAP inh noacc, FLuc stim CS, NF-kB expr up, PMI act, APP 5'UTR act, FLuc inhib CS
41	CCOc1[nH]n(-c2ccccc2)c(=O)c1C=Nc1ccc(OC)cc1
    1, 0.9, -2, 1.2, -18, 1, 1.1, 1, -5, 0
37	O=S(=O)(c1cnc[nH]1)N1CCN(c2ccccc2)CC1
    1.1, 1, -6, 1, -14, 1.1, 0.93, 0.9, -4, -6
39	COc1ccc(NC(=O)CC2SC(=NCC3CCCO3)NC2=O)cc1 (configuration not stated)
    1, 1, 2, 0.9, -8, 1.1, 1, 0.9, -21, -5

# (listing goes on)
(51) O=C(c1cccc(F)c1)N1CCN(c2ccc([N+](=O)[O-])c(N3CCOCC3)c2)CC1
(52) O=C(NCc1ccccc1)Nc1cccn(Cc2ccc(Cl)cc2)c1=O
(53) CCCCNc1ccccc1C(=O)OCC(=O)Nc1ccc(S(N)(=O)=O)cc1
(54) Cc1cc(Cl)ccc1NC(=S)N1CCN(Cc2ccccc2)CC1
(55) CC(SCc1ccccc1)C(=O)N/N=C/c1cccs1 (configuration not stated)
(56) COc1ccc(CC(=O)NCc2cccs2)cc1OC
(57) CC(C)NC(=O)c1cc2ccccc2o1
(58) O=C(OCCCc1ccncc1)c1ccc(S(=O)(=O)N2CCOCC2)cc1
(59) O=C1C2=C(SCCS2)C(=O)N1CCCO
(60) CCC(COC)NC(=O)CCc1nnc(Cc2cccc(C(F)(F)F)c2)o1 (configuration not stated)

Compound	51	52	53	54	55	56	57	58	59	60
TNAP act hi DEA	0.9	1.1	1.1	1	1	1	1	1.1	1	1.1
PMI act hi M6P	1	0.6	0.9	0.9	1	1.1	1.1	1	1.1	0.9
TNAP inh hiacc	9	-7	-9	3	-2	-1	-2	-6	-2	-8
bIAP activator	1	0.9	1	0.7	0.6	0.9	1	0.9	1	1
TNAP inh noacc	11	-10	-19	-8	2	-13	-10	-16	-7	-8
FLuc stim CS	1.1	1	1	1.1	1.1	1	1	1.1	1	1
NF-kB expr up	0.79	1.1	0.75	1	0.99	1	1.1	0.89	1	1.9
PMI act	1	0.8	0.9	0.9	0.9	1	1.1	1	1	0.9
APP 5'UTR act	-17	3	6	18	0	15	11	7	-6	22
FLuc inhib CS	-10	1	-3	-6	-14	-4	-2	-7	4	-4

# Screens deposited in PubChem BioAssay by several laboratories.
